PPARg SRC1 recr – agonists of human PPARgamma SRC-1 coactivator recruitment. 0.41% of 200,000 active. PPARgamma-SRC-1 coactivator recruitment biochemical assay. AID 631. activation, % at 8 µM. P37231; in the data active means activation above about 19%;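 further: 0% = DMSO and 100% = reference agonist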
Target sequence (P37231 whole entry, looked up): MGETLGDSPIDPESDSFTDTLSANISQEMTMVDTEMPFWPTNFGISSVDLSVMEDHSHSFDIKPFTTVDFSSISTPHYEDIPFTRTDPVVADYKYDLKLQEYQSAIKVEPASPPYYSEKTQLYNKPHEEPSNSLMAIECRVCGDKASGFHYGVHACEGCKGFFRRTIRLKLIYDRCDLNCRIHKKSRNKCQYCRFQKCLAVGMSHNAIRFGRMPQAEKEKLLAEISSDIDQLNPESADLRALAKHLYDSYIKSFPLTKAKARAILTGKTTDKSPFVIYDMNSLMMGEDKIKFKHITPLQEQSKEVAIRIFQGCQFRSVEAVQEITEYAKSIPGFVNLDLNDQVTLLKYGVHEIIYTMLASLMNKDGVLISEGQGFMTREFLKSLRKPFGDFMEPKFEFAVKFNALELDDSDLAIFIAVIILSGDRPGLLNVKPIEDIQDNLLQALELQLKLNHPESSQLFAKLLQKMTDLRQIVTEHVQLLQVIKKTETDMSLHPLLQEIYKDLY
TNAP act hiacc – activators of human TNAP at high phosphate acceptor concentration; 200,000 tested, under 10 active; activation factor at 20 µM; purified TNAP, CDP-star luminescence, 1 M DEA, 30 min; hits give high values; 0 = EDTA background, 1 = DMSO-only activity; P05186;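 active means activation factor at least 2 at 20 µM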
Target sequence (P05186 whole entry, looked up): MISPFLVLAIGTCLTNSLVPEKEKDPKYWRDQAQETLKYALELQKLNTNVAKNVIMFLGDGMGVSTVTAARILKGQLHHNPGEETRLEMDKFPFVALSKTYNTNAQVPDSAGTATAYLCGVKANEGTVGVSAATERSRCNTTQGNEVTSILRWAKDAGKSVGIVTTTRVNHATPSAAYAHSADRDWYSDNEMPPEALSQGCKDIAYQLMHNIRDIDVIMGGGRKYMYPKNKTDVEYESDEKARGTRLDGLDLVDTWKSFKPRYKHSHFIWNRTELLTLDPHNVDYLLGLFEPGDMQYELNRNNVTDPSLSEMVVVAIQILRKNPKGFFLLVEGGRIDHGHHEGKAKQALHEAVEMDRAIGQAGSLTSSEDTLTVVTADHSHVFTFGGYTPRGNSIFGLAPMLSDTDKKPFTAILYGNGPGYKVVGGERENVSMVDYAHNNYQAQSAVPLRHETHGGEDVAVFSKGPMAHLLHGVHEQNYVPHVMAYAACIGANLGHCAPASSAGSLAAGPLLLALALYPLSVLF
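Control set: EDTA negative control, DMSO positive control / Assay system: human TNAP / Quantity: TNAP 1/800 final / Evaluation: TNAP activation factor scaled between EDTA and DMSO control wells / Measured by: luminescent substrate turnover signal / Compound dosing: one dose, 20 µM / Times: 30 min enzyme reaction at room temperature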
SRC2 TRFRET art – TR-FRET artefact, counter-screen to PPARgamma/SRC-2 agonist assay; TR-FRET ratio at 8 µM; hits give high values; 0.4% of 200,000 active; in the data active means TR-FRET ratio above about 2000; further: inactives centre near 1500
bIAP inhibitor – intestinal alkaline phosphatase (bovine) inhibition. 190,000 tested, under 10 active. purified bovine IAP, CDP-star luminescence, 30 min. inhibition, % at 20 µM. AID 1019;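 active means over 50% inhibition of intestinal alkaline phosphatase at 20 µM in the single-dose screen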
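System: purified bovine intestinal alkaline phosphatase (IAP) enzyme; Input: IAP diluted 1/65,000,000 in the well; Measured by: CDP-star luminescence signal; Compound dosing: 20 µM single dose; Incubation: 30 min reaction at room temperature.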
TNAP inh noacc – TNAP (human) inhibition, acceptor-free conditions; 0.26% of 200,000 active; inhibition, % at 20 µM; purified TNAP, CDP-star luminescence, 30 min; P05186;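 active means tissue-nonspecific alkaline phosphatase inhibition above about 50% at 20 µM in the single-dose screen, limit read from the data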;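 further: 0% = DMSO negative control and 100% = EDTA positive control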
PPARg SRC-2 ag – PPARgamma-driven SRC-2 recruitment agonism | PPARgamma LBD-SRC-2 recruitment, biochemical | activation, % at 8 µM | 0.34% of 200,000 active | AID 1032; in the data active means activation above about 22%;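 further: 0% = vehicle and 100% = reference agonist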
PPARg SRC3 recr – PPARgamma-driven SRC-3 recruitment agonism; AID 731; activation, % at 8 µM; P37231; 0.26% of 200,000 active; biochemical PPARgamma/SRC-3 coactivator recruitment assay; in the data active means activation above about 23%;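 further: 0% = DMSO and 100% = reference agonist; some compounds past the cut are filed as inactive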
TNAP inh hiacc – inhibitors of human TNAP at high phosphate acceptor concentration. P05186. purified TNAP, CDP-star luminescence, 1 M DEA. inhibition, % at 20 µM. 0.03% of 200,000 active. AID 1135;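 active means over 50% inhibition of tissue-nonspecific alkaline phosphatase at 20 µM in the single-dose screen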;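 further: plate controls were DMSO wells for no effect and EDTA-quenched wells as full inhibition for full effect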
Efa HMGR inh – E. faecalis class II HMG-CoA reductase inhibition; purified E. faecalis HMGR, NADPH absorbance 340 nm kinetic; inhibition, % at 10 µM; 0.41% of 190,000 active;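 active means inhibition above a set limit, the median over all tested compounds plus 3 SD, cut at about 9.5% in these data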;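 further: enzyme runs in reverse so mevalonate oxidation gives rising NADPH absorbance; 0% = complete reaction with DMSO and 100% = background rate lacking mevalonate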
bIAP activator – increases bovine intestinal alkaline phosphatase activity. activation factor at 20 µM. AID 1016. 0.17% of 200,000 active. purified bovine IAP, CDP-star luminescence, 30 min; hits give high values; fold of DMSO-control signal, blank-subtracted;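 active means activation factor of 2 or more at 20 µM, a signal rise over negative controls twice the positive control's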
Active calls of the source: *; nt = not tested or not shown.

SMILES	PPARg SRC1 recr	TNAP act hiacc	SRC2 TRFRET art	bIAP inhibitor	TNAP inh noacc	PPARg SRC-2 ag	PPARg SRC3 recr	TNAP inh hiacc	Efa HMGR inh	bIAP activator
Cc1cccc(S(=O)(=O)NNC(=O)c2cc(-c3ccc(F)cc3)nc3ccccc23)c1	7	1.1	1609	-10	-2	7	7	-5	7	1.1
Cc1noc(C)c1S(=O)(=O)N(CC(=O)N1CCc2ccccc21)c1ccc(C(C)C)cc1	5	1.1	1683	7	-16	-2	-2	-7	-3	0.9
COc1cccc(NC(=O)CSc2nnc(C)s2)c1	-2	1	1478	11	-5	-1	-3	1	-8	0.9
O=C(CCN1C(=O)C2C3CCC(C3)C2C1=O)Nc1ccccc1C(F)(F)F (stereo not given)	3	1	1369	-14	-15	-7	0	-3	0	1.1
Cc1noc(C)c1S(=O)(=O)N1CCC(C(=O)N2CCN(c3ccc(F)cc3)CC2)CC1	-4	1	1429	-2	-6	-2	-4	-2	5	1
Cc1ccc2c(c1)c1c(n2CC(O)CNC(C)(C)C)CCCC1 (stereo not given)	0	1.1	1395	7	-13	0	1	-10	-5	0.9
CC(=O)Nc1ccc(NC(=O)c2oc3cc(C)c(C)cc3c2C)cc1	2	1	1504	-1	-5	-5	-1	2	-4	1
Cc1cc(C(=O)Nc2nc(C)c(C(=O)N(C)C)s2)ccc1[N+](=O)[O-]	4	1	1645	2	-7	4	1	-4	-4	1
O=C(CC1(O)C(=O)Nc2ccccc21)c1ccccc1 (stereo not given)	1	1.1	1646	13	-12	10	1	-5	1	0.9
CC(C)c1ccc(Nc2nnc(SCC(=O)c3nnc(-c4ccccc4)o3)s2)cc1	4	1	1573	3	-1	10	10	2	-5	1
COc1cc(OC)cc(-c2nc3nc(C)c(CCC(=O)NCc4ccco4)c(C)n3n2)c1	-5	1.1	1526	-6	8	4	-11	-7	-5	1.1
Cc1noc(C)c1C(=O)NC(C)C12CC3CC(CC(C3)C1)C2 (stereo not given)	-1	1	1661	2	-9	5	1	-3	-1	1
C/C(=N\NC(=O)c1ccc(O)cc1)c1cc2ccccc2o1	2	0.9	1469	-8	3	-6	4	7	3	1.1
Cc1cccc2c1N1C(=O)c3c(C(=O)O)cccc3C1CC2C (stereo not given)	0	1	1581	6	-1	2	-3	0	-4	0.9
CCCCC(=O)Nc1sc(C(=O)N(CC)CC)c(C)c1C(=O)OC	3	1	1532	3	-6	10	21	-2	-1	1
N#CCCCSc1nnc(-c2ccccn2)o1	-1	1	1515	14	-10	0	8	-4	2	0.9
Cc1cc(C)cc(NC(=O)c2nnn(Cc3cc(C)ccc3C)c2N)c1	-5	1	1445	34	-3	-1	-4	-3	-6	0.7
CC1=CCC(C(=O)O)(C(=O)N/N=C/c2cccs2)C(c2ccc(F)cc2)C1 (stereo not given)	5	1.1	1465	10	-11	0	-2	-7	2	0.9
CCOC(=O)/C=C1\SCC(=O)N1CC(=O)NC(C)c1ccccc1 (stereo not given)	4	1	1674	13	-18	4	-2	-3	-3	0.9
COc1ccc(/C=C/C(=O)c2c(C)nc3ccccn23)cc1	0	1	1611	-1	1	6	8	4	4	1
COc1ccccc1CNC(=S)Nc1cc(C)ccc1C	-4	1	1388	28	-7	-1	-2	-4	-6	0.7
CN1CCCN(Cc2ccc(Cl)cc2Cl)CC1	-2	1.1	1643	-2	-4	8	1	-8	-1	1
CCOc1ccc(N2C(=O)C(c3ccccc3)=C(c3nc4ccccc4s3)C2NC(C)=O)cc1 (stereo not given)	7	1	1526	2	-4	6	-2	1	-2	1
CC(=O)Nc1cc(C(=O)NCc2ccco2)ccc1Sc1ccc(Cl)cc1	-7	1.1	1470	23	-5	-3	-1	-8	-5	0.8
CC1Cc2ccccc2N1C(=O)CSc1nnc2n1C(C)(C)Cc1ccccc1-2 (stereo not given)	14	1	1523	5	-3	9	9	-1	3	0.9
SMILES	PPARg SRC1 recr	TNAP act hiacc	SRC2 TRFRET art	bIAP inhibitor	TNAP inh noacc	PPARg SRC-2 ag	PPARg SRC3 recr	TNAP inh hiacc	Efa HMGR inh	bIAP activator
Cc1nnc(SCc2ccccc2CSc2nnc(C)s2)s1	2	1.1	1523	-4	-9	-3	0	-6	-5	1
O=C(c1ccccc1)N1CCc2ccccc21	6	1	1603	5	-8	6	5	-3	0	0.9
Cc1cccc(-n2ccnc2SCC(=O)Nc2nccs2)c1	4	1	1401	-3	-6	2	-8	-4	-1	1
Cc1nnc(NC(=O)CCSCCC(=O)Nc2nnc(C)s2)s1	-7	1	1409	-11	-6	0	-6	-4	0	1.1
COc1nc(-c2cnccn2)sc1C	13	1	1805	-15	-11	8	4	-3	-8	1.1
COc1ccc([N+](=O)[O-])cc1NC(=O)CCN1CCN(c2ccccc2)CC1	3	1	1624	6	-4	-4	-4	2	-1	0.9
CC(=O)Nc1ccc2oc(C)nc2c1	6	1.1	1701	11	-16	6	2	-6	4	0.9
CCOc1cc(NC(=O)c2cccs2)c(OCC)cc1NC(=O)c1ccccn1	4	1	1559	-18	-9	3	4	-1	-9	1.2
CCCCCCC(=O)Nc1nnc(CC)s1	3	1	1705	44	-2	-1	-2	3	-6	0.6
CC(C)(C)c1ccc(OCC(=O)NNC(=S)NC(=O)c2ccccc2[N+](=O)[O-])c(Br)c1	12	0.9	1812	40	-74	13	3	5	-5	0.6
CC(C)(C)NC(=O)NC(=O)COC(=O)CNC(=O)c1cc(Cl)cc([N+](=O)[O-])c1	-1	1	1458	-14	-4	2	0	-2	3	1.1
CCO/C=C1\N=C(c2ccc(F)cc2)OC1=O	2	1	1539	8	-9	-4	-1	-2	-4	0.9
CCn1c(-c2ccc(C)cc2)n[nH]c1=S	3	1	1538	28	52*	3	1	3	-2	0.7
Cc1ccc(CSCC(=O)NCCCN2CCOCC2)cc1	9	1.1	1552	-3	-1	-5	0	-7	0	1
Cc1ccc(Nc2cc(C)nc3c(C)ccc([N+](=O)[O-])c23)cc1	-1	1	1582	6	-10	3	4	4	0	0.9
CCN(CCn1cccn1)Cc1nc(-c2ccc(OC)cc2)no1	1	1	1614	-19	-8	6	1	-3	-2	1.2
Cc1ccc(SC(C)C(=O)Nc2cccc(N(C)S(C)(=O)=O)c2)cc1 (stereo not given)	1	1	1435	-1	-12	-4	-3	-5	-3	1
O=C(Nc1ccccc1)OCc1cc(-c2ccc(Cl)cc2)on1	-6	1.1	1444	8	-12	-2	1	-5	-1	0.9
CCCCc1ccc(S(=O)(=O)NCCc2ccncc2)cc1	5	1	1691	4	0	4	7	-3	5	1
Clc1ccc(-n2nnnc2CN2CCOCC2)cc1	6	1	1665	-5	4	1	1	-3	-2	1.1
O=C(O)C(Cc1ccccc1)n1c(=S)[nH]c2ccccc2c1=O (stereo not given)	2	1	1762	-1	-10	-3	2	-2	-3	1
O=[N+]([O-])c1cccc(C(=Nc2cccc(Cl)c2)NO)c1	8	1	1864	39	-4	9	13	1	0	0.6
Cc1ccc(-n2c(CNc3cccc(Cl)c3)n[nH]c2=S)cc1	0	1	1634	-10	-19	7	3	2	-6	1.1
CCOC(=O)Cc1csc(NC(=O)c2c(O)c3ccccc3n(C)c2=O)n1	nt	1	nt	12	-10	nt	nt	-4	nt	0.9
O=S(=O)(NCc1ccc2c(c1)OCO2)c1cccc2cccnc12	3	1	1614	2	-3	10	3	-1	-2	1

Two entries from above, as labelled records.
CC(=O)Nc1cc(C(=O)NCc2ccco2)ccc1Sc1ccc(Cl)cc1
  PPARg SRC1 recr = -7; TNAP act hiacc = 1.1; SRC2 TRFRET art = 1470; bIAP inhibitor = 23; TNAP inh noacc = -5; PPARg SRC-2 ag = -3; PPARg SRC3 recr = -1; TNAP inh hiacc = -8; Efa HMGR inh = -5; bIAP activator = 0.8

O=C(CCN1C(=O)C2C3CCC(C3)C2C1=O)Nc1ccccc1C(F)(F)F (stereo not given)
  PPARg SRC1 recr = 3; TNAP act hiacc = 1; SRC2 TRFRET art = 1369; bIAP inhibitor = -14; TNAP inh noacc = -15; PPARg SRC-2 ag = -7; PPARg SRC3 recr = 0; TNAP inh hiacc = -3; Efa HMGR inh = 0; bIAP activator = 1.1

5 compounds from above, ordered by the number in TNAP inh hiacc, low to high:
molecule,PPARg SRC1 recr,TNAP act hiacc,bIAP inhibitor,TNAP inh noacc,PPARg SRC-2 ag,PPARg SRC3 recr,TNAP inh hiacc,Efa HMGR inh,bIAP activator
Cc1ccc(SC(C)C(=O)Nc2cccc(N(C)S(C)(=O)=O)c2)cc1 (stereo not given),1,1,-1,-12,-4,-3,-5,-3,1
Cc1nnc(NC(=O)CCSCCC(=O)Nc2nnc(C)s2)s1,-7,1,-11,-6,0,-6,-4,0,1.1
CCN(CCn1cccn1)Cc1nc(-c2ccc(OC)cc2)no1,1,1,-19,-8,6,1,-3,-2,1.2
CCOc1cc(NC(=O)c2cccs2)c(OCC)cc1NC(=O)c1ccccn1,4,1,-18,-9,3,4,-1,-9,1.2
O=[N+]([O-])c1cccc(C(=Nc2cccc(Cl)c2)NO)c1,8,1,39,-4,9,13,1,0,0.6

The list continues.
SMILES	PPARg SRC1 recr	TNAP act hiacc	SRC2 TRFRET art	bIAP inhibitor	TNAP inh noacc	PPARg SRC-2 ag	PPARg SRC3 recr	TNAP inh hiacc	Efa HMGR inh	bIAP activator
COC(=O)c1[nH]c2ccc(C)cc2c1NC(=O)Nc1ccc(OC)cc1	14	1	1795	3	-3	11	12	-4	-6	1
Cc1cc(C)nc(N2CCC(C(=O)NCc3cccs3)CC2)n1	-1	1.1	1455	4	-6	11	-8	-7	0	1
CCCCn1c2nc3ccccc3nc2c2c(=O)n(CCC(C)C)cnc21	1	1	1499	-8	-8	-6	-8	-1	-2	1.1
O=C(c1ccccc1)C(Sc1ncn[nH]1)c1ccccc1 (stereo not given)	-3	0.8	1414	-18	10	1	-15	17	3	1.2
COc1cc(/C=C\C(=O)Nc2cc(=O)n(C)c(=O)n2C)cc(OC)c1OC	-5	1	1596	-3	-5	7	5	-4	-2	1
C=CCc1c(O)nc(SCC(=O)c2ccccc2)[nH]c1=O	-3	1	1513	-2	-6	4	-3	4	-4	1
CCCn1nnnc1SCC(=O)Nc1nnc(CC)s1	2	1.1	1774	2	-16	8	7	-10	-4	1
CCCCCOC(=O)C1=C(C)Nc2nnnn2C1c1ccccc1Cl (stereo not given)	-1	1	1380	11	-10	0	3	-3	-1	0.9
O=C(c1sc2cc(F)ccc2c1Cl)N1CCN(c2ccccc2)CC1	6	1	1691	-22	-11	3	4	1	-1	1.2
O=C(c1ccc(OC2CCN(Cc3ccccn3)CC2)cc1)N1CCCC(O)C1 (stereo not given)	1	1.1	1672	14	-12	1	1	-6	-2	0.9
Cc1cccc(NC(=O)c2ccccc2[N+](=O)[O-])n1	3	1	1622	4	-8	7	6	-4	-4	1
COc1ccc(CCNC(=O)c2c(O)c3c([nH]c2=O)CCCC3)cc1	0	1.1	1575	2	-6	8	11	-6	0	1

Quoted at random: 4 compounds from above.
SMILES	PPARg SRC1 recr	TNAP act hiacc	SRC2 TRFRET art	bIAP inhibitor	TNAP inh noacc	PPARg SRC-2 ag	PPARg SRC3 recr	TNAP inh hiacc	Efa HMGR inh	bIAP activator
COC(=O)c1[nH]c2ccc(C)cc2c1NC(=O)Nc1ccc(OC)cc1	14	1	1795	3	-3	11	12	-4	-6	1
CC1=CCC(C(=O)O)(C(=O)N/N=C/c2cccs2)C(c2ccc(F)cc2)C1 (stereo not given)	5	1.1	1465	10	-11	0	-2	-7	2	0.9
COc1cccc(NC(=O)CSc2nnc(C)s2)c1	-2	1	1478	11	-5	-1	-3	1	-8	0.9
CCCCC(=O)Nc1sc(C(=O)N(CC)CC)c(C)c1C(=O)OC	3	1	1532	3	-6	10	21	-2	-1	1

Bioassay records from PubChem.
